Assay outcomes (PubChem BioAssay)
RAD54 branch: blocks human RAD54 Holliday junction branch migration; FAM/BHQ fluorescence; inhibition, % at 10.4 µM; 0.14% of 360,000 active; AID 602329;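 active = mean normalized replicate activity at least 40 and at least half of replicates scoring 40 or more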;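 also: 0% = median of neutral control wells and 100% = median of positive control wells; inhibitors cause a drop in the FAM fluorescence signal; in these data hits start at about 50%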
PglD inh: blocks C. jejuni PglD acetyltransferase activity; purified PglD enzyme, DTNB colorimetric CoA detection; AID 602405; inhibition, % at 12.5 µM; 0.098% of 360,000 active; in the data active = inhibition above about 16%, passing the limit was not always enough; also: strong numbers were not always called active
E-sel inducer: E-selectin induction on HUVECs; P16581; HUVEC E-selectin immunofluorescence imaging; normalized: neutral wells 0, TNF-alpha wells 100; activation, % at 7.58 µM; 0.37% of 260,000 active;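 active = mean E-selectin-positive cell signal at least 10% of the positive control, reached in at least 60% of replicates, without over 20% cell loss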;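 also: in these data hits start at about 27%; measured in HUVEC primary endothelial cells; signal is the percent of cells scored E-selectin positive by PE staining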
Target sequence (P16581 whole entry, looked up): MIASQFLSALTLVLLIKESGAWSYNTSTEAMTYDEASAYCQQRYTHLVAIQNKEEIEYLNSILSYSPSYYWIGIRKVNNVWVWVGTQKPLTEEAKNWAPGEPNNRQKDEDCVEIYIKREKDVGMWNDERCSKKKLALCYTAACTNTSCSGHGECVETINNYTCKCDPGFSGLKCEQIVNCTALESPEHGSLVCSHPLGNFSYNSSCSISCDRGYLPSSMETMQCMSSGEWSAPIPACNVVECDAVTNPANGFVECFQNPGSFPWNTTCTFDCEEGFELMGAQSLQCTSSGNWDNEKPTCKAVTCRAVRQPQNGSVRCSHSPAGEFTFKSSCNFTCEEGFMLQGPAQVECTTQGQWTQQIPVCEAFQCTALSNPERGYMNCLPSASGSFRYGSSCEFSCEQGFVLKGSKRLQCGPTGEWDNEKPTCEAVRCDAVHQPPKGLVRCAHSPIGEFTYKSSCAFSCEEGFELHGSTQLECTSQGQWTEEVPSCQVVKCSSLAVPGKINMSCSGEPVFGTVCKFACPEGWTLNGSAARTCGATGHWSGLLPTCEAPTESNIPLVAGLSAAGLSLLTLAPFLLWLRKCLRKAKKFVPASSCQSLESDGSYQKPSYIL
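assay system = HUVEC, human umbilical vein endothelial cells | input = 3,000 HUVEC seeded per well | medium = EGM-2 growth medium on 0.1% gelatin-coated wells | dosing = one compound dose added by pin transfer | signal = immunofluorescence imaging | read-out basis = % PE-positive cells | control set = TNF-alpha, DMSO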
ERp5 block: inhibitors of human ERp5 | Q15084 | ERp5 insulin aggregation, absorbance 650 nm, 90 min | inhibition, % at 9.99 µM | 0.05% of 350,000 active | AID 651711;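 active = mean replicate inhibition above about 25%, with every replicate also reaching it, limit read from the data, passing the limit was not always enough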
Target sequence (Q15084 whole entry, looked up): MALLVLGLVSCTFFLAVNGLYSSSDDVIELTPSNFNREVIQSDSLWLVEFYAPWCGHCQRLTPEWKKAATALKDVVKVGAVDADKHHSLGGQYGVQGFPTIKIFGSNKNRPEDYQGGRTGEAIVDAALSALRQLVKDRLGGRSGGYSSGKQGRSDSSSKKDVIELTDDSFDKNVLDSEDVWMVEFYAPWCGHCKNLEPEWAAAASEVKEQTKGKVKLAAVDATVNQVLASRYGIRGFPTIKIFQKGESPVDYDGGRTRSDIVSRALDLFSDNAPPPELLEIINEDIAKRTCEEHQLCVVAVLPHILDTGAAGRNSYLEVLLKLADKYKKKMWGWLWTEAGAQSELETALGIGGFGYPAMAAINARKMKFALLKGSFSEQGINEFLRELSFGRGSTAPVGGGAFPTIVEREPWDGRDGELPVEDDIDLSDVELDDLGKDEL
esBAF inh: blocks esBAF chromatin remodeling in mouse ES cells. Bmi1-luciferase knock-in reporter, 24 h; 100% = twice the neutral-well signal. reporter increase, % at 12.5 µM. 2% of 350,000 active. AID 602393; in the data active = activation above about 40%;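 also: 0% = median of the plate's neutral control wells and 100% = double that signal; a rise in the Bmi1 reporter signal indicates esBAF inhibition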
CASP6 VEID inh: inhibitors of human caspase-6; P55212; purified caspase-6, Z-VEID-R110 cleavage fluorescence; inhibition, % at 12.5 µM; 0.53% of 350,000 active;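 active = mean inhibition across replicates at least about 35%, with every replicate also reaching that limit, limit read from the data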;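 also: 0% = median of neutral control wells and 100% = no fluorescence left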
ARNT TACC3 PPI: disruptors of human ARNT/TACC3 interaction | AID 623870 | inhibition, % at 9.99 µM | AlphaScreen His-ARNT PAS-B/GST-TACC3 binding, luminescence; TACC3 fragment carries E629A point mutation | Q9Y6A5 | 0.66% of 390,000 active;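 active = mean inhibition of replicates at least 50% and at least half of replicates each reaching 50%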;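 also: 0% = complete ARNT plus TACC3 wells and 100% = ARNT alone without TACC3; many hits fall short of the cut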
RAD52 inh: blocks human RAD52 DNA annealing; 0.46% of 360,000 active; inhibition, % at 18.7 µM; recombinant RAD52 DNA annealing, FRET fluorescence; AID 651710; P43351;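 active = every replicate showing at least 50% inhibition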
* marks the source's active call; other numbers are inactive results; nt = not tested or not shown; & = joins results of further samples.

no.	compound	RAD54 branch	PglD inh	E-sel inducer	ERp5 block	esBAF inh	CASP6 VEID inh	ARNT TACC3 PPI	RAD52 inh
1	OC1(CN2CCOCC2)C2CN3CCN(C2)CC1(c1ccccc1)C3 (centres undefined)	-2	-1	nt	nt	-1	nt	34	nt
2	O=C(NCc1cccnc1)c1c(O)c2cccc3c2n(c1=O)CCC3	nt	nt	nt	-2	nt	2	1	-8
3	Cc1ccc2c(c1)N(CC(=O)N1CCOCC1)C(=O)C(C)O2 (centres undefined)	3	5	nt	2	-3	0	18	-8
4	O=C(C[C@@H]1CC[C@H](NC(=O)Nc2ccc(F)cc2)[C@@H](CO)O1)NCc1cccc(F)c1	-6	-3	0.1&1.4	4&0	-1	-2&-3	-11	-13&0
5	COc1ccc(S(=O)(=O)Nc2ccc3c(c2)C(=O)N([C@@H](C)CO)C[C@H](C)[C@H](CN(C)C(=O)c2ccccc2)OCCCC[C@H](C)O3)cc1	4	0	-0.2	5	1	-1	1	-10
6	CCOc1ccc(Br)cc1S(=O)(=O)Nc1ccc(C(=O)Nc2ccc(C)cc2)cc1	nt	nt	1.6	-2	nt	-3	-2	-9
7	COc1ccc(S(=O)(=O)N(C)c2ccc(OC(=O)C(C)Oc3ccc(F)cc3)cc2)cc1 (centres undefined)	-20	3	nt	-1	-3	-10	-1	-3
8	COCCN(Cc1nc(-c2ccc(-c3ccccc3)cc2)oc1C)C(C)C	-1	-2	0.2	2	65*	1	6	0
9	O=[N+]([O-])c1cc(Cl)ccc1Sc1ccccn1	1	-1	nt	0	nt	1	-6	-6
10	O=C(Oc1ccc2c(c1)OCC2=O)c1ccccc1	-2	-2	nt	nt	3	nt	11	nt
11	CCOc1ccccc1/C=C/c1onc(C)c1S(=O)(=O)N1CCC(C(=O)NC)CC1	12	-4	0.0	3	4	2	-5	-4
12	CCc1nnc(NC(=O)Cc2cccs2)s1	nt	nt	6.6	4	nt	13	-5	-43
13	COc1ccc(CN(C)C[C@@H]2Oc3c(NC(=O)c4ccc(-c5nccs5)cc4)cccc3C(=O)N([C@H](C)CO)C[C@@H]2C)cc1	9	-3	nt	-2	-3	3	4	21
14	Cc1occc1-c1nnc(SCC(=O)NCc2cccs2)n1CC1CCCO1 (centres undefined)	-7	3	nt	-2	nt	-1	nt	-14
15	Cc1ccc(OC2CCN(C(=O)[C@H]3O[C@@H](n4ccc(N)nc4=O)[C@H](O)[C@@H]3O)CC2)cc1	-6	-1	nt	-6	3	1	nt	-3
16	CCCc1cn(CC[C@H]2CC[C@@H](NC(=O)C3CCCCC3)[C@@H](CO)O2)nn1	0	3	0.0	2	0	0	-8	-2
17	N#C[C@H]1[C@H](c2ccc(C#CC3CCCCC3)cc2)[C@@H](CO)N1C(=O)Cc1ccccn1	-8	-3	-0.2	-3	13	-1	6	-4
18	O=C(CSc1nnc(-c2ccncc2)n1Cc1ccco1)Nc1ccccc1F	3	-5	nt	0	nt	-1	-2	-15
19	C=CCOc1ccc(/C(O)=C2\C(=O)C(=O)N(CCOC)C2c2cccnc2)cc1 (centres undefined)	5	2	nt	nt	-4	nt	31	nt
20	C[C@H]1CN([C@@H](C)CO)C(=O)c2cccc(NC(=O)C3CCCCC3)c2O[C@H]1CN(C)C	10	-1	1.9	0	-7	4	nt	-9
21	CCOc1ccc(N(C)S(=O)(=O)c2ccc(C)c(C(=O)N3CCN(Cc4ccc5c(c4)OCO5)CC3)c2)cc1	-1	1	-2.3	-4	-13	2	5	1
22	Cc1ccccc1NC(=S)NN1CCN(C)CC1	-2	5	nt	nt	-2	nt	-4	nt
23	CCC1(C)Cc2ccccc2-c2nc(NCCO)n(-c3ccc(C)cc3)c(=O)c21 (centres undefined)	-18	5	nt	nt	-7	nt	-3	nt
24	Cc1ccc(C(=O)NCCCNC(=O)c2ccc(Cl)cc2)cn1	nt	nt	nt	1	2	-2	-7	-13
25	CN1CCCCN2[C@@H](CO)[C@H](c3ccc(-c4ccccc4)cc3)[C@@H]2C1	0	-1	0.3	-1	0	-1	-3	14
26	O=C(CN1CCN(c2ccccc2)CC1)NC(=O)NCc1ccccc1	-3	1	nt	-7	-2	0	nt	-6
27	CCCCCCn1c(=O)n2n(c1=O)C[C@]1(OC(=O)NCc3ccc(OC)c(OC)c3)CN(S(=O)(=O)c3ccc(C)cc3)C[C@]1(O)C2	-9	1	nt	6	1	1	nt	-14
28	CC1(C)NC(=O)N(CC(O)CNC23CC4CC(CC(C4)C2)C3)C1=O (centres undefined)	-3	-3	nt	nt	-11	nt	-8	nt
29	COc1ccc(CCNC(=S)N2CCN(S(=O)(=O)c3ccccc3F)CC2)cc1	-11	-3	-1.3	7	nt	3	23	-9
30	CCOc1ccc(NC(=O)c2ccco2)cc1S(=O)(=O)N1CCCC1	-9	3	-0.2	0	2	0	nt	-18
31	CNC(=O)C[C@H]1CC[C@H]2[C@H](COc3ccc(NC(=O)C4CC4)cc3C(=O)N2C)O1	1	1	0.1	nt	4	nt	0	nt
32	N#C/C(=C/c1ccc(N2CCCCC2)cc1)c1cccc(F)c1	-4	-2	-0.9	nt	66*	nt	nt	nt
33	C[C@H](CO)N1C[C@H](C)[C@H](CN(C)C(=O)Nc2ccccc2)Oc2c(NS(=O)(=O)c3ccc(Cl)cc3)cccc2C1=O	-9	0	-0.3	3	-3	0	nt	24
34	COc1cccc(N2CCN(C(=O)CCSCc3ccccc3F)CC2)c1	nt	nt	nt	2	nt	0	1	-1
35	CCC(Oc1ccccc1)C(=O)Nc1ccc(S(=O)(=O)Nc2ncccn2)cc1 (centres undefined)	9	2	nt	-1	5	-3	-22	-10
36	O=C(C[C@H]1CC[C@H]2[C@@H](COC[C@@H](O)CN2C(=O)Nc2ccc(F)cc2)O1)NC1CCC1	8	-7	0.1	nt	3	nt	10	nt
37	S=c1[nH]nc(COc2ccccc2)n1/N=C/c1ccncc1	2	4	2.1	2	nt	2	20	-9
38	COc1ccc(CCNC(=O)CSCC(=O)Nc2cc(S(C)(=O)=O)ccc2Cl)cc1	2	3	-0.7	0	2	-3	-1	-11
39	COc1cccc(-c2nc(CS(=O)CC(=O)NCc3ccc4c(c3)OCO4)c(C)o2)c1 (centres undefined)	-4	0	-0.1	-3	-5	0	-6	-4
40	C[C@H]1CN([C@@H](C)CO)C(=O)Cc2cc(NS(=O)(=O)c3cn(C)cn3)ccc2O[C@H]1CN(C)S(=O)(=O)c1ccc(F)cc1	nt	nt	-0.1	-2	-3	-2	nt	15
41	Cc1cccc(OCCCC(=O)NNC(=O)c2cccc(N(C)C)c2)c1	-3	-6	0.0	0	29	2	2	-20
42	COc1ccc(CCC(=O)NNC(=O)Nc2ccccc2Cl)cc1	-7	1	0.2	-7	-1	2	6	5
43	C=CCN1N=C(/C=C/c2ccc(C)cc2)CCC1=O	-1	0	nt	-3	56*	-1	2	7
44	COC(=O)c1ccc(N=Nc2c(C)[nH]n(-c3ccccc3)c2=O)cc1	0	1	nt	0	1	-2	3	-10
45	CC1CCN(S(=O)(=O)c2ccc(NC(=O)c3ccccc3F)cc2)CC1	0	-2	0.3	-4	4	0	-1	-15
46	COc1ccc(CN2CCN(C(=O)c3cccc4ccccc34)CC2)cc1Br	-8	0	0.9	3	-1	2	4	-18
47	O=C(CCSc1nc(-c2ccco2)cc(C(F)(F)F)n1)NCCN1CCOCC1	5	2	2.8	2	-8	-4	nt	-10
48	O=C(C1=NN[C@@H]2C(=O)N(c3cccc(F)c3)C(=O)[C@H]12)c1ccc2ccccc2n1	-11	5	10.0	-14	nt	2	-3	-15
49	CC(=O)Oc1ccc2ccccc2c1C(NC(=O)Cc1ccccc1)c1ccc(Cl)cc1 (centres undefined)	2	-2	nt	nt	-3	nt	2	nt
50	Cc1cccnc1NC(=O)C1CCN(S(=O)(=O)c2c(C)noc2/C=C/c2ccco2)CC1	10	0	nt	nt	-14	nt	3	nt
51	CCC(=O)Nc1ccc2c(c1)C(=O)N(C)C[C@H](OC)[C@@H](C)CN(C(=O)c1cnccn1)[C@H](C)CO2	8	1	-0.1	-2	-6	-4	-9	-8
52	Cc1cc(C(=O)Nc2cccc3ncccc23)no1	-3	-6	nt	nt	8	nt	-7	nt
53	Cc1ccc(Sc2ccc(NC(=O)c3ccc(S(C)(=O)=O)cc3Cl)cc2)cc1	2	1	nt	nt	12	nt	-2	nt
54	Cc1ccc(NC(=O)CN(C)C(=O)C(c2ccccc2)c2ccccc2)cc1	-4	5	nt	7	-5	-1	nt	-13
55	CSc1n[nH]c(-c2cccs2)n1	nt	nt	0.4	-4	nt	0	nt	1
56	Cc1ccc([C@H]2C(C(=O)O)=CC[C@@H](c3ccc(C)cc3)N2S(=O)(=O)c2ccc(C)cc2)cc1	12	0	-0.1	-6	-2	9	-5	-15
57	OCCNc1ncnc2c1nnn2Cc1ccccc1Cl	9	5	nt	2	10	-3	nt	-69
58	CCNC(=O)C[C@@H]1CC[C@H]2[C@H](COc3ccc(NC(=O)c4cccc(C(F)(F)F)c4)cc3C(=O)N2C)O1	0	0	0.0	nt	0	nt	-2	nt
59	Cc1cccc(CNC(=O)C(C)n2nc(C)c3c(C)n(-c4ccccc4)nc3c2=O)c1 (centres undefined)	3	5	nt	6	-2	3	-2	-17
60	CN1C2C=C(N(CCc3ccccc3)C(=O)c3ccc(Cl)cc3)CC1CC2 (centres undefined)	nt	nt	2.0	1	nt	-1	2	-14

Going on with the list:
no.	compound	RAD54 branch	PglD inh	E-sel inducer	ERp5 block	esBAF inh	CASP6 VEID inh	ARNT TACC3 PPI	RAD52 inh
61	C[C@H](CO)N1C[C@H](C)[C@H](CN(C)C(=O)C2CCCCC2)OCCCC[C@H](C)Oc2ccc(NC(=O)c3ccccc3)cc2C1=O	3	-2	0.1	-3	9	-2	0	8
62	COc1ccc(NC(=O)CCC(=O)Nc2cc(OC)c(NC(=O)c3ccco3)cc2OC)c(OC)c1	-6	3	nt	-2	1	-1	nt	-15
63	CCN(CC)c1ncnc2c1ncn2[C@H]1CN(Cc2ccc(OC)cc2)C[C@@H](CO)O1	2	-11	0.4	3	-1	-2	nt	-7
64	COc1cccc(-n2cc3c(=O)n(C)c(=O)n(C)c3c2)c1	-2	1	nt	nt	48*	nt	-2	nt

From entry 30 to 38, as listed above:
no.	compound	RAD54 branch	PglD inh	E-sel inducer	ERp5 block	esBAF inh	CASP6 VEID inh	ARNT TACC3 PPI	RAD52 inh
30	CCOc1ccc(NC(=O)c2ccco2)cc1S(=O)(=O)N1CCCC1	-9	3	-0.2	0	2	0	nt	-18
31	CNC(=O)C[C@H]1CC[C@H]2[C@H](COc3ccc(NC(=O)C4CC4)cc3C(=O)N2C)O1	1	1	0.1	nt	4	nt	0	nt
32	N#C/C(=C/c1ccc(N2CCCCC2)cc1)c1cccc(F)c1	-4	-2	-0.9	nt	66*	nt	nt	nt
33	C[C@H](CO)N1C[C@H](C)[C@H](CN(C)C(=O)Nc2ccccc2)Oc2c(NS(=O)(=O)c3ccc(Cl)cc3)cccc2C1=O	-9	0	-0.3	3	-3	0	nt	24
34	COc1cccc(N2CCN(C(=O)CCSCc3ccccc3F)CC2)c1	nt	nt	nt	2	nt	0	1	-1
35	CCC(Oc1ccccc1)C(=O)Nc1ccc(S(=O)(=O)Nc2ncccn2)cc1 (centres undefined)	9	2	nt	-1	5	-3	-22	-10
36	O=C(C[C@H]1CC[C@H]2[C@@H](COC[C@@H](O)CN2C(=O)Nc2ccc(F)cc2)O1)NC1CCC1	8	-7	0.1	nt	3	nt	10	nt
37	S=c1[nH]nc(COc2ccccc2)n1/N=C/c1ccncc1	2	4	2.1	2	nt	2	20	-9
38	COc1ccc(CCNC(=O)CSCC(=O)Nc2cc(S(C)(=O)=O)ccc2Cl)cc1	2	3	-0.7	0	2	-3	-1	-11
